Source: PubChem BioAssay (National Center for Advancing Translational Sciences (NCATS))
PI5P4K alpha inh: inhibitors of human PI5P4K alpha; P48426; PI5P4Kalpha enzyme, ADP-Glo luminescence, 60 min; active compounds read low; max response, %; actives 1.2% (n = 330,000); active = max response of -50% or lower; inconclusive = between -30% and -50%; inactive = -30% or higher; also: value at the top dose of about 77 µM; % is scaled to controls: 0 for no effect and ±100 for the full control effect
Target sequence (P48426 whole entry, looked up): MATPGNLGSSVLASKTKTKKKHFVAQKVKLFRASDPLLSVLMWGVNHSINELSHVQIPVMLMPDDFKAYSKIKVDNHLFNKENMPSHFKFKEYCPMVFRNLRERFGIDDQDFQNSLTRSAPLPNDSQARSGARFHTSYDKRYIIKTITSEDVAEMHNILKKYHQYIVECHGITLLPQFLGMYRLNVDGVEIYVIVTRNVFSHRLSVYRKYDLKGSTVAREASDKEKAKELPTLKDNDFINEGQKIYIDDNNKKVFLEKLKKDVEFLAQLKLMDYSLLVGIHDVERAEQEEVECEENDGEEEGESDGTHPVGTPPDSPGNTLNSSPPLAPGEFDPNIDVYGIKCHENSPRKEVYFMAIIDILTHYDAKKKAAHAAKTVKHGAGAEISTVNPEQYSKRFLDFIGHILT
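ADP-Glo luminescence end-point read after a 60 min room-temperature kinase reaction of PI5P4Kalpha plus substrate, initiated with ATP at 5 microM final. Buffer: 0.038 M HEPES pH 7.4, EGTA, 0.1% CHAPS, 5% DMSO.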
FUS yeast rescue: rescues growth of FUS-expressing yeast; S. cerevisiae FUS-expressing, growth rescue, OD600, 24 h; Potency, µM (highest dose often 76.6 µM), for the others: at the highest dose growth rescue (activation), usual class: activators; actives 0.24% (n = 390,000); AID 1347120;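 also: potency is read from the fitted curve at half-maximal effect; plate controls were DMSO vehicle for no effect and reference control for full effect; nearly all actives have a fitted effect of over 55% in size; some results filed as inactive show a strong effect at the top dose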
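Read-out: OD at 600 nm after 24hr at 30C, reporting rescue of FUS-induced yeast toxicity. Cells at OD 0.005 in galactose (2%) minimal medium; compounds tested in a dilution series; CP55940 titration from 92uM final as control.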
PLK1 PBD inh: PLK1 (human) polo-box domain binding inhibition | actives 2.8% (n = 360,000) | P53350 | Potency, µM, inactives show max response, negative = inhibition, most hits filed as inhibitors | Plk1 PBD binding of FITC phosphopeptide, fluorescence polarization; also: potency is read from the fitted curve at half-maximal effect; series mostly up to about 57 µM; % is scaled to controls: 0 for no effect and ±100 for the full control effect; nearly all actives have a fitted effect of over 65% in size
Target sequence (P53350 whole entry, looked up, the tested form may be a part): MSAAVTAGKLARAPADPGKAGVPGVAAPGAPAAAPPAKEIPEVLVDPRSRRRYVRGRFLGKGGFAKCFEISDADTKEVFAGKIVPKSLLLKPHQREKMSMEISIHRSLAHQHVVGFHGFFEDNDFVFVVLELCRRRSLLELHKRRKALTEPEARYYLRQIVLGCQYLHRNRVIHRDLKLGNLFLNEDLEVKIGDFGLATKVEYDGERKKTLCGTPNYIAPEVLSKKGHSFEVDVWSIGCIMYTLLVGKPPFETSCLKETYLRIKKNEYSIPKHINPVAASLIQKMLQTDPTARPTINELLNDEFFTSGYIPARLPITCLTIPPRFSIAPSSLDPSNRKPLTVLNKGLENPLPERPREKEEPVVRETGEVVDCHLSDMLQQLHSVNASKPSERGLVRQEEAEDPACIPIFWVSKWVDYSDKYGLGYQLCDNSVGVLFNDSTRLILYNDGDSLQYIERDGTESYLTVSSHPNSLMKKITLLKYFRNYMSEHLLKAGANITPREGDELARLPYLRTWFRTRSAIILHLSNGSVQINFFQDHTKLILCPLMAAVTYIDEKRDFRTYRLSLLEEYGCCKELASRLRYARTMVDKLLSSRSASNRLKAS
EPAC1 antag: antagonists of human EPAC1 | O95398 | EPAC1 GEF assay, Rap1b-BODIPY-GDP exchange fluorescence | Potency, µM (top dose mostly 115 µM), for the others: at the top dose activity change, negative = inhibition, hits mostly inhibitors | actives 0.14% (n = 360,000) | AID 720709;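 also: potency is read from the fitted curve at half-maximal effect; plate controls were vehicle for no effect and positive control for full effect; nearly all actives have a fitted effect of over 50% in size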
WRN inhibitor: blocks human WRN helicase. Q14191. WRN helicase unwinding, fluorescent forked duplex, kinetic. Potency, µM (doses to about 114 µM), for the others: at the top dose activity change, negative = inhibition, most hits filed as inhibitors. actives 0.46% (n = 360,000). AID 651768; also: potency is read from the fitted curve at half-maximal effect; % is scaled to controls: 0 for no effect and ±100 for the full control effect; nearly all actives have a fitted effect of over 55% in size
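WRN at 20 nM final preincubated with compound 15 min at room temperature; reaction started with 100 nM fluorophore/quencher forked duplex oligonucleotide and 2 mM ATP final. Unwinding followed kinetically by red fluorescence (ex 525, em 598 nm).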
IL-2 act: activates IL-2 in a cell-based reporter assay; activation, % (series mostly up to about 46 µM); AID 652025; actives 0.065% (n = 360,000); IL-2 activation reporter assay, cell-based qHTS; stimulated with anti-CD3/CD4/CD28 beads; in transgenic mouse T cells; in the data active = activation above about 50%; inconclusive = mostly about 30% to 49%; also: 0% is about no effect
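Readout: EGFP and DsRed signals by fluorescent plate cytometry. Unstimulated transgenic mouse T cells received compound 60 min before antibody-bead stimulation, then incubated 18 h at 37 degrees C.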
EPAC1 agonist: EPAC1 (human) agonism; O95398; EPAC1 agonist qHTS, biochemical assay; response scale: 100% = response to 6.5 mM cAMP; Potency, µM (highest dose often 154 µM), for inactives: at the highest dose activation, usual class: activators; actives 0.073% (n = 360,000); also: potency is read from the fitted curve at half-maximal effect; nearly all actives have a fitted effect of over 60% in size
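Read-out is the fluorescence drop as BODIPY-GDP leaves Rap1B (480 nm excitation, 540 nm emission), recorded every 5 minutes over 30 minutes. Reactions held 100 nM EPAC1, 250 nM Rap1B–BODIPY-GDP and 50 uM GDP, with 6.5 mM cAMP setting full activation.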
Abeta rescue: A-beta toxicity reversal in yeast; actives 0.063% (n = 410,000); AID 1347071; yeast expressing A-beta42, growth rescue, OD600, 48 h; response scale: 0% DMSO, 100% iron-clioquinol control; Potency, µM (titrated, usually from 46.1 µM), without a hit: top-dose growth rescue, actives largely listed as activators; also: potency is read from the fitted curve at half-maximal effect; nearly all actives have a fitted effect of over 55% in size
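Yeast growth medium received pinned compounds, then yeast cells expressing toxic A-beta were added; plates incubated at 30 C for 48 hr. Growth read as absorbance at 600 nm, normalized to DMSO and equimolar FeCl3 plus clioquinol controls.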
The depositor's hits bear a star; ? = inconclusive; . = no result given; & = joins results of further samples; [ ] = remark or other dose. Unless noted, calls follow the shape of the dose curve; as a rule, active = well fitted curve in the direction sought with a large enough effect; inconclusive = small, poorly fitted or top-dose-only effect, or another doubt; inactive = no such curve, though single readings can be large; an effect the other way counts as inactive or inconclusive. Outcome played no part in choosing rows; any-hit rate near 4.1%.

Molecule	PI5P4K alpha inh	FUS yeast rescue	PLK1 PBD inh	EPAC1 antag	WRN inhibitor	IL-2 act	EPAC1 agonist	Abeta rescue
Cc1ccc([N+](=O)[O-])cc1NC(=O)CN1CCCCC1	2	17%	-3%	-13%	-8%	-1.0	-8%	13%
CC1(C)NC(=O)N(CC(O)Cn2nnc3ccccc32)C1=O (centres undefined)	-10	-13%	0%	8%	-6%	0.0	-6%	-2%
COc1cc(C(=S)N2CCC(C)CC2)ccc1O	.	-8%	24µM*	16%	-26%	-1.2	6%	-1%
CCOC(=O)C1CCN(C(=O)COc2ccc(Cl)cc2)CC1	0	36%	1%	-17%	-6%	-1.9	3%	-5%
Cc1ccc(C)c(/C(O)=C2\C(=O)C(=O)N(CCCn3ccnc3)C2c2ccncc2)c1 (centres undefined)	1	27%	-1%	0%	-8%	2.5	0%	0%
C/C(=N/OC(=O)C1CC1c1ccccc1)c1ccccc1 (centres undefined)	3	-39%	2%	14%	-9%	-0.2	-5%	-7%
CCCCN(Cc1ccccc1)c1ncnc2nc[nH]c12	5	-4%	-10%	-10%	-6%	-1.0	-22%	-79%[inhibitor]
CCCn1c(=N)c(S(=O)(=O)c2ccc(F)cc2)cc2c(=O)n3ccccc3nc21	-6	-9%	-10%	-12%	8%	-0.2	9%	-29%
C=CCC(=O)N1CCC(n2nccc2NC(=O)c2ccc3c(c2)OCO3)CC1	5	-12%	7%	5%	0%	-0.3	3%	1%
CN(c1ccccc1)S(=O)(=O)c1ccc(Cl)c(C(=O)Nc2ccccc2N2CCOCC2)c1	15	5%	-2%	-10%	-8%	-4.9	13%	2%
Cc1nc2c(ncn2-c2ccccc2)c(=O)n1NC(=O)CN1CCN(C)CC1	2	-11%	0%	-19%	-4%	1.0	5%	2%
C[C@H]1CN([C@@H](C)CO)C(=O)CCCn2nncc2CO[C@H]1CN(C)C(=O)Nc1ccc(N2CCCCC2)cc1	8	12%	-6%	2%	-13%	-2.2	-2%	0%
C#Cc1ccccc1OCCCN1CCC(C(O)(c2ccccc2)c2ccccc2)CC1	-5	19%	-2%	-16%	-5%	-1.0	-7%	4%
CC(C)C(NC(=O)c1ccc(C(C)(C)C)cc1)C(=O)NCCc1ccccn1 (centres undefined)	4	-12%	-11%	2%	4%	0.1	-10%	?
COC(=O)CCNC(=O)Cc1c(C)n(C(=O)c2ccc(Cl)cc2)c2ccc(OC)cc12	6	?	2%	0%	-11%	-0.9	3%	6%
CCCCCCn1c(SCC(=O)Nc2cc(C)on2)nc2ccccc2c1=O	.	2%	2%	8%	4%	0.6	7%	14%
Cc1cccc(-n2c(O)c(C=Nc3ccc(O)cc3)c3ccccc3c2=O)n1	-4	.	-22%	-6%	-3%	-0.6	5%	0%
O=C(O)C1Cc2ccccc2CN1C(=O)c1ccccc1 (centres undefined)	.	24%	-7%	2%	2%	-2.2	5%	17%
C[C@H](CO)N1C[C@H](C)[C@H](CN(C)Cc2cncnc2)Oc2cc(Br)ccc2S1(=O)=O	-5	-18%	-9%	13%	2%	-1.5	-2%	-6%
Cc1cccn2cc(CNS(=O)(=O)c3ccc4ccccc4c3)nc12	-7	.	-1%	-14%	-16%	-0.7	-6%	10%

Molecule	PI5P4K alpha inh	FUS yeast rescue	PLK1 PBD inh	EPAC1 antag	WRN inhibitor	IL-2 act	EPAC1 agonist	Abeta rescue
Cc1c(C(=O)O)oc2c1C(O)CC(C)(C)C2 (centres undefined)	1	11%&13%	-6%&-7%	7%&6%	3%&4%	0.9&1.1	6%&2%	10%&17%
CCCc1ccc(OCC(=O)NNC(=O)c2cccnc2)cc1	1	7%	-8%	0%	-22%[57.1 µM]	-3.7	2%	2%
O=C(NCC1COc2ccccc2O1)c1cccc(S(=O)(=O)N2CCN(c3ccccc3)CC2)c1 (centres undefined)	11	37%	-2%	-4%	-5%	-1.8	20%	?
COc1ccc(NS(=O)(=O)c2cccc(C(=O)OCC(=O)c3c(N)n(C)c(=O)n(C)c3=O)c2)cc1	0	.	0%	-5%	-11%	-3.7	1%	0%
O=C(CN(Cc1ccccc1)S(=O)(=O)c1ccccc1)N/N=C/c1ccccc1[N+](=O)[O-]	.	36%	-9%	9%	-12%	-1.3	20%	-22%
O=C(Cc1cccc(NC(=O)C2CCN(C(=O)C3CCCC3)CC2)c1)Nc1cccc(C(=O)N2CCCC2)c1	3	6%	1%	-4%	-1%	-0.3	0%	0%
COc1ccc(C(C)=O)cc1Cn1c(C)c(C(=O)NC2CC2)sc1=O	0	-18%	-7%	-9%	8%[57.1 µM]	1.0	-9%	2%
[O-][n+]1ccccc1/C=C/c1ccccc1	-5	-27%	-5%	3%	-18%	2.5	-4%	-13%
CC(=O)Nc1ccc(NC(=O)c2ccccc2N(Cc2ccccc2)S(C)(=O)=O)cc1	-8	11%	0%	-5%	-9%	-0.4	-1%	1%
CCOC(=O)c1c(-c2ccc(F)cc2)cn2ccccc12	11	7%	-6%	-5%	-4%	-2.5	-4%	-8%
CN1CCN(S(=O)(=O)c2ccc(Br)c3nsnc23)CC1	6	13%	-3%	1%	2%	-0.3	5%	12%
CCCCCn1c(CN2CCN(c3cccc(Cl)c3)CC2)nc2c1c(=O)[nH]c(=O)n2C	1	?	-12%	-14%	-10%	-2.8	4%	3%
CCO[C@H]1OC(C(=O)O)=C[C@@H](c2cn(C(C)=O)c3ccccc23)[C@@H]1CCCO	-8	-22%	-12%	2%	2%	-0.1	-5%	5%
Cc1ccc(C(=O)Nc2ncc(C)s2)o1	.	14%	-3%	3%	7%	1.0	2%	-5%
COc1ccc(S(=O)(=O)N2CCCC2)cc1C(=O)N1CCCCC1	1	.	-12%	-19%	-31%	-0.9	3%	-11%
CC1(C)CC(=NNC(=O)c2n[nH]c3c2CCC3)CC(C)(C)N1	7	-8%	-7%	-7%	5%	-0.4	-1%	8%
CN(Cc1ccccc1)C(=O)CN1CCN(C(c2ccccc2)c2ccccc2)CC1	3	2%	1%	-4%	2%	-0.6	7%	27%
O=C1N=C(N2CCCCC2)S/C1=C\c1ccc(Cl)cc1	-4	-6%	-7%	6%	-3%	0.5	10%	-5%
COc1ccc(OCCCC(=O)OC(C)C(=O)Nc2ccc(C)cc2)cc1 (centres undefined)	-3	-1%	-7%	-8%	-2%	-4.1	4%	23%
CCN(C(=O)CSc1nc2ccccc2o1)c1c(N)n(Cc2ccccc2)c(=O)[nH]c1=O	-10	18%	-23%	1%	-4%	0.5	10%	-4%

Molecule	PI5P4K alpha inh	FUS yeast rescue	PLK1 PBD inh	EPAC1 antag	WRN inhibitor	IL-2 act	EPAC1 agonist	Abeta rescue
CC(C)(C)c1ccc(N2C(=O)Cc3c2nc(N)c(C#N)c3N)cc1	0	?	-6%	2%	-4%	-0.5	7%	-4%
Cc1cc(C)c2oc(C(=O)NCc3ccccc3)cc(=O)c2c1	-4	-8%	-12%	-21%	-1%[57.1 µM]	-1.8	2%	16%
O=C(Nc1nnc(-c2ccco2)o1)c1cccc2ccccc12	4	-7%	-10%	6%	-2%	0.6	3%	?
O=C(CCC1CCCN(C(=O)Cc2ccc(F)cc2)C1)N1CCN(c2ccccn2)CC1 (centres undefined)	-1	1%	2%	-19%	8%	-4.5	-6%	4%
CN(CC(=O)N1CC=C(c2ccccc2)CC1)S(=O)(=O)c1cnc[nH]1	0	-16%	-9%	10%	3%	-0.1	-1%	5%
COc1ccc(-c2oc3ccccc3c2C(=O)OCc2ccc([N+](=O)[O-])cc2)cc1	-2	-4%	-6%	4%	12%	-0.2	-10%	-8%
Cc1ccccc1-c1nc(CS(=O)(=O)CC(=O)NCCCN2CCOCC2)c(C)o1	0	9%	-4%	3%	15%	-0.3	-8%	-12%
CC1=NOC(=O)/C1=C/c1ccc2c(c1)OCO2	-15	0%	?	-2%	-20%	-3.9	-14%	-8%
COc1ccc(C2c3ccc(O)cc3Oc3ncn(Cc4ccco4)c(=N)c32)cc1 (centres undefined)	-9	26%	-20%	0%	-8%	0.1	-6%	5%
O=C(COC(=O)c1ccc(S(=O)(=O)N2CCCCC2)cc1)NC1CCCCC1	2	-13%	0%	3%	12%	-0.6	-5%	14%
COc1ccc2c(c1)-c1c(ssc1=S)C(C)(C)N2	.	-1%	-17%	-8%	-11%	3.5	19%	11%
COc1ccc2[nH]c(C)c(CCNC(=S)Nc3ccc(F)cc3)c2c1	9	-17%	-1%	-13%	-2%	-1.0	-1%	-10%
COc1cc(CN2C(=O)C(NC(=O)c3ccco3)(C(F)(F)F)C3=C2CC(C)(C)CC3=O)cc(OC)c1 (centres undefined)	-1	35%	3%	0%	5%	-0.4	-5%	-5%
C=CCSc1nc(N)c(C(=O)Nc2ccccc2C)cc1C(N)=O	-5	-12%	-6%	1%	-23%[57.1 µM]	-1.1	-5%	-2%
COc1ccc(S(=O)(=O)N2CCCC2)cc1NC(=O)c1ccccc1	-6	11%	-6%	8%	4%[57.1 µM]	-0.1	17%	-20%
Cn1c(=O)c2c(nc(Br)n2CCSc2nc3ccccc3o2)n(C)c1=O	-6	12%	-10%	13%	9%	1.2	-8%	2%
COC(=O)CSCc1nc2ccccc2[nH]c1=O	3	-4%	12µM*	-10%	4%	4.1	-1%	-1%
Cc1ccc(-c2ccc(/C=N/NC(=O)Cc3nnc(N)s3)o2)cc1Cl	?	-8%	1%	-12%	5%	-0.9	-11%	-1%
CC(C)C(=O)Nc1nnc(CCc2nnc(NC(=O)C(C)C)s2)s1	1	11%	-1%	1%	-7%[57.1 µM]	0.0	-4%	-5%
CN(CCc1ccccc1)C(=O)c1cccc(NC(=O)Cc2cccc(NC(=O)C3CCCN(C(=O)c4ccccc4)C3)c2)c1 (centres undefined)	-6	36%	-2%	1%	3%	-0.3	-13%	-6%
COc1ccc(CNC(=O)CSc2nnc3c(Cl)cc(C(F)(F)F)cn23)cc1OC	-1	10%	-7%	5%	-1%	-3.4	0%	-14%
O=[N+]([O-])c1ccc(S(=O)(=O)N(CC(O)CN2CCCCC2)c2ccccc2)cc1 (centres undefined)	-8	13%	6%	9%	5%	0.9	1%	-4%
